Assay outcomes as filed in PubChem.
ALOX12 inh – Primary qHTS assay for inhibitors of human arachidonate 12S-lipoxygenase (ALOX12): Round 2; Polyunsaturated fatty acid lipoxygenase ALOX12 (Homo sapiens), P18054; purified 12hLO, xylenol orange hydroperoxide absorbance; Potency, µM (highest dose often 108 µM), for the others: at the highest dose activity change, negative = inhibition, hits mostly inhibitors; 1.1% of 580,000 active; AID 1671190, 2021; active = well fitted inhibition curve with a large enough effect; inconclusive = small, poorly fitted or top-dose-only effect, or another doubt; inactive = no such curve, though single readings can be large or run the other way
Target sequence (P18054 whole entry, looked up): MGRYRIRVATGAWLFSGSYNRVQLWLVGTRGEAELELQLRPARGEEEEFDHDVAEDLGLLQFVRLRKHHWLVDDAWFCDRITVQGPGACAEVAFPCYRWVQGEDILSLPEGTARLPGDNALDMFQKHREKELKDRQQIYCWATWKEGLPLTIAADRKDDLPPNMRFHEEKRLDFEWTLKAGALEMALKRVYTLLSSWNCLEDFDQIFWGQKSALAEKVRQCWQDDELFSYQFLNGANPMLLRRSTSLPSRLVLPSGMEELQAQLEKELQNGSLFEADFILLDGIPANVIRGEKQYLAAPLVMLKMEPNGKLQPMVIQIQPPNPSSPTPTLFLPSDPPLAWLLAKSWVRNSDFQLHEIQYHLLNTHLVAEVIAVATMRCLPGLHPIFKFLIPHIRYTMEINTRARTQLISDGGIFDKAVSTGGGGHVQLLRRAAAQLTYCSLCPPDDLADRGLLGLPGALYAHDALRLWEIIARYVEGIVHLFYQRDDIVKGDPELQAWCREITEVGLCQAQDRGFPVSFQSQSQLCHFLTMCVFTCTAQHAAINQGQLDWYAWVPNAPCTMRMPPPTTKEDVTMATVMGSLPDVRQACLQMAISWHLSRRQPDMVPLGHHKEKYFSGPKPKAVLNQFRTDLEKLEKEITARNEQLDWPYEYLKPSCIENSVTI
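Hydroperoxide product was detected by ferrous iron/xylenol orange as the 573 to 405 nm absorbance ratio. Arachidonic acid at 40 uM (final) was turned over for 30 min at room temperature by 150 nM human 12hLO, pH 7.0 Hepes buffer, after 15 min compound preincubation.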
Numbers without * were called inactive; ? = inconclusive; [ ] = dose if it differs, or a comment. % is scaled to controls: 0 for no effect and ±100 for the full control effect; potency is read from the fitted curve at half-maximal effect.

SMILES	ALOX12 inh
O=C1NCc2ccccc2CC12CCCN(Cc1ccccc1F)C2 (stereo unspecified)	-1%[6.33 µM]
C[S+](=O)([O-])c1cccc(Nc2n[nH]c(C(O)c3ccccc3)n2)c1 (stereo unspecified)	-3%[176 µM]
COc1ccc(-c2cc(N3CCCC(NC(=O)c4cccc(OC)c4OC)C3)n[nH]2)cc1 (stereo unspecified)	66%[activator]
CCC(=O)N1CCN(C2CCN(CCC(C)C)C2=O)CC1 (stereo unspecified)	?
COCCc1noc(CNC(=O)c2sc3cccc(F)c3c2Cl)n1	65%[activator]
COc1ccc(CCNC(=O)c2cc3c(N4CCCC4)nc(C)cn3n2)cc1OC	13%
COc1ccc(C(=O)N2[C@@H]3CC[C@H]2CC(NC(=O)c2cnc(C)cn2)C3)cc1OC (stereo partly specified)	40%[activator]
Cc1cc2c(-c3ccccc3)nc(-c3c(C)noc3C)cc2[nH]1	-2%[176 µM]
O=C(c1ccccc1)N1CCCCC1c1nc(C2CC2)n[nH]1 (stereo unspecified)	22%
O=C(N[C@@H]1CCOC[C@H]1OCCO)c1ccc(CN2CCCCCC2)cc1	67%[activator]
O=C(Cn1c(=O)oc2ccccc21)NCC1Cn2cccc2C(=O)N1Cc1ccccc1 (stereo unspecified)	-5%
COCCOCC(=O)N1CCC2(CC1)NCCc1c2[nH]c2ccc(OC)cc12	59%[activator]
Cn1ccnc1C(O)c1cc2n(n1)CCN(C/C=C/c1ccccc1)C2 (stereo unspecified)	33%[activator]
O=C(Cc1ccccc1Cl)N1CCC(Cc2nc(-c3ccc(F)cc3)no2)CC1	?
Cc1ccccc1CN1CCc2ncc(C(=O)NCCOc3ccccc3)n2CC1	-5%[176 µM]
COCC1CN(C(C)=O)CC12CCN(S(=O)(=O)c1cn(C)cn1)CC2 (stereo unspecified)	-3%
CCc1noc(-c2ccn3c(CNC(=O)CCc4ccccc4)nnc3c2)n1	20%
COCC1CN(C(C)=O)CC12CCN(Cc1c[nH]c3ccc(OC)cc13)CC2 (stereo unspecified)	-8%
CN(Cc1cccc(C(F)(F)F)c1)C(=O)c1cccc(C(F)(F)F)c1	-4%
O=S(=O)(Cc1ccccc1F)N1CCC(c2noc(-c3ccncc3)n2)C1 (stereo unspecified)	5%
O=C(COc1ccccc1)NC[C@H]1O[C@H](Cc2cc(-c3ccccc3)on2)CC[C@@H]1O	8%[176 µM]
O=C(c1cnc2c(c1)N([S+](=O)([O-])c1cccnc1)CCC2)N1CCCC(CO)C1 (stereo unspecified)	45%[activator][176 µM]
O=C(O)CCC(=O)N1Cc2ccccc2CC2(CCCN(CCc3ccccc3)C2)C1 (stereo unspecified)	5%[6.33 µM]
Cc1nc(N2CCC(NC(=O)c3cccnc3)CC2)cc(C(F)(F)F)n1	6%
Cn1ncc(N2CCC(C(=O)NCC3CCN(Cc4ccc(F)cc4)CC3)C2)cc1=O (stereo unspecified)	2%
COCc1noc(C2CCCCCN2C(=O)NCc2ccc(F)cc2)n1 (stereo unspecified)	13%
CCN1C(=O)CCC2(C(=O)Nc3ccc(OC)cc3OC)CCCC=C12 (stereo unspecified)	41%[activator]
Cc1cc(F)ccc1NC(=O)CCn1ccn2nc3c(c2c1=O)CCCC3	8%
Cc1cc(C(=O)N2CCC(c3n[nH]c(=O)n3Cc3ccccc3)CC2)on1	9%
O=S1(=O)N[C@@H](Cc2ccccc2)COc2cccc(NCCCN3CCOCC3)c21	-13%
Fc1ccc(Cc2noc(-c3nc(-c4ccc5c(c4)OCO5)no3)n2)cc1	26%
O=C(c1ccncc1)N1CC(Oc2ccccc2-c2nc(C3CC3)no2)C1	18%
O=C(CN1CC2CC(C1)[C@H]1CCCC(=O)N1C2)NC1CCCCC1 (stereo partly specified)	5%
O=C1NC(=NC2CCCCC2)C2(CCN([S+](=O)([O-])c3cccc(C(F)(F)F)c3)CC2)N1c1cc(F)cc(F)c1	3%[6.33 µM]
Clc1ccc(-c2cnc([C@@H]3COCCN3Cc3ccccn3)[nH]2)cc1	3%[176 µM]
CC(=O)Nc1cccc(-c2n[nH]c3c2CC(=O)N(CC2CC2)C3)c1	-8%[176 µM]
CC(=O)NC[C@@H]1C=C(C)[C@H](Cc2nc3ccccc3n2C)C[C@H]1C(C)C	76%[activator][176 µM]
CSCCNC(=O)C1CCCN1c1nc2ncccc2o1 (stereo unspecified)	27%[176 µM]
COc1ccc2c(c1)OCC(C(=O)N(C)Cc1nccn1Cc1ccccc1)C2 (stereo unspecified)	35%[activator]
CCc1noc(-c2cccn3c(CNC(=O)c4ccc(Cl)cc4)nnc23)n1	11%
O=C(C(=O)N1CCC(CNS(=O)(=O)Cc2ccccc2)CC1)c1cc2ccccc2o1	2%
COc1ccc(-c2noc(C(=O)O)c2[C@@H](C)NC(=O)Nc2cccnc2)cc1	?
O=C(Nc1ccc(Oc2ccccc2)cc1)O[C@@H]1CO[C@H]2[C@@H]1OC[C@@H]2NC(=O)c1ccccn1	8%
Cc1ccc(C2Cn3nnc(C(=O)N4CCC(C(=O)NCc5cccc(C)c5)CC4)c3CO2)cc1 (stereo unspecified)	12%
O=C(NCCc1ccncc1)C1CN(C(=O)c2ccc(F)c(F)c2)CC12CCOCC2 (stereo unspecified)	-10%
CC(C)CN1C(=O)c2cccn2CC1C(=O)NCCN(C)C1CCCCC1 (stereo unspecified)	25%
O=C(CN1CC2CC(C1)[C@H]1CCCC(=O)N1C2)N1CCN(c2ccc(Cl)cc2)CC1 (stereo partly specified)	?
c1ccc2ncc(CNC[C@H]3Cn4c(-c5ccc6c(c5)OCCO6)cnc4CO3)cc2c1	0%[176 µM]
Cc1noc(C)c1C(=O)N1CC[C@H](N2CCN(C)CC2)[C@H](CCC(=O)O)C1	2%
Cc1ccc(-c2noc(CCCC(=O)N3CCC(CCOc4ccccc4F)C3)n2)cc1 (stereo unspecified)	-12%

Another view of some results above.
mol,ALOX12 inh
Cc1ccc(-c2noc(CCCC(=O)N3CCC(CCOc4ccccc4F)C3)n2)cc1 (stereo unspecified),-12%
Cc1noc(C)c1C(=O)N1CC[C@H](N2CCN(C)CC2)[C@H](CCC(=O)O)C1,2%

The list goes on:
SMILES	ALOX12 inh
COc1ccc(C(=O)NCCn2cccc2-c2nc(-c3ccc4c(c3)OCO4)no2)cc1	34%[activator]
CCOC(=O)CCNC(=O)N1CCc2c(nc(-c3ccccc3)[nH]c2=O)C1	40%[activator]
O=C(c1ccoc1)N1CCCC(CCc2ccc(F)c(F)c2)C1 (stereo unspecified)	0%
Cc1nc(CC(=O)N2CC[C@@H]3[C@@H](CCC(=O)N3CCN)C2)c(C)s1	-10%
Cc1nn(C)c(C)c1CN(Cc1ccnc2ccccc12)C1CC1	?
O=C(C1CCCC1)N1CCC2(CN[S+](=O)([O-])c3ccccc3N2)C1 (stereo unspecified)	49%[activator]
COc1ccc2cc(C3CN(CCC(=O)NC(C)(C)C)CCO3)ccc2c1 (stereo unspecified)	29%
COc1cc(Cl)ccc1C(=O)N1CC(C(=O)N(C)C)C2(CCOCC2)C1 (stereo unspecified)	92%[activator]
Cc1cc(NCc2cncn2CC(C)C)n2nc(C)cc2n1	69%[activator]
CCOCC(=O)N1CCC(N2C[C@H](O)C[C@H]2C(=O)NCc2cccc(OC)c2)CC1	64%[activator]
O=C(C1CCC1)N1CCCC(n2cc(-c3nc(-c4ccccc4)no3)nn2)C1 (stereo unspecified)	20%
Cc1nc(C(C)C)sc1C(=O)N[C@H]1C[C@H]2CN(C)CCN2C1	47%[activator]
CN[C@H](C(=O)N[C@@H]1C=C(C(=O)N[C@H](CC(C)C)C(N)=O)C[C@@H](O)[C@@H]1O)C(C)C	83%[activator][176 µM]
COC[C@@H]1CN(C(=O)c2cccc(C)n2)C[C@H]1c1ccccn1	39%[activator]
COc1cccc(CN2CCCC(Nc3cc(N)ncn3)C2)c1 (stereo unspecified)	92%[activator]
CC(C)c1ncc(-c2cc(C(=O)N(C)C(C)C)c3ccc(F)cc3n2)cn1	39%[activator]
N#Cc1cccc(CN2CCOC[C@H]2c2ncc(-c3ccc(C(F)(F)F)cc3)[nH]2)c1	-13%[176 µM]
CC(=O)N[C@@H]1CN(S(=O)(=O)N2CCOCC2)C[C@H]1c1ccc(C)o1	71%[activator]
O=C1NC2(CN(Cc3ccsc3)C2)Oc2ccccc21	54%[activator][176 µM]
OC1(c2csc(CN3CCN(c4ccccn4)CC3)n2)CCN(C2CCCC2)CC1	1%[176 µM]
CCN1CCN(C(=O)C2CCc3ncc(-c4ccc(F)cc4)n3C2)CC1 (stereo unspecified)	46%[activator]
COc1ccccc1CC(=O)N1CCC(n2cc(-c3nc(C)no3)nn2)CC1	8%
Cc1ccc(C(=O)N2CCC(Cc3nc(-c4cnccn4)no3)CC2)c(C)c1	-8%
COCCC(=O)NCCC1CCN(C(=O)Nc2cc(F)cc(F)c2)CC1	35%[activator]
N[C@@H]1CC[C@H](C(=O)N2CCC(Oc3cccc(C(F)(F)F)c3)CC2)C1	39%[activator]
Cc1ccc(CN2C(=O)OC(c3cccc(NC(=O)c4ccccc4)c3)C2C(=O)NCCC(C)C)cc1 (stereo unspecified)	60%[activator]
Cc1nc(C(=O)Nc2nn(Cc3ccccc3)c3cc(OC(C)C)ccc23)c(C)o1	27%
Cc1cc(C)n(CCC(=O)N[C@@H]2CCOC[C@H]2OCC2CCC2)c(=O)n1	26%
OC1CCC2CN3CCc4c([nH]c5ccccc45)C3CC2C1 (stereo unspecified)	-9%
COCCn1c(C)cnc1CCNC(=O)C1CCOCC1	20%
CO[C@@H]1COCC[C@H]1NC(=O)CCSc1ccc2c(c1)OCCO2	26%
CC(C)=CCn1c(-c2ccccc2Cl)cn2cc(C(=O)NCCCO)nc2c1=O	56%[activator]
O=C(CCC[C@@H]1[C@H]2CCCN3CCC[C@@H](CN1C(=O)C1CCOCC1)[C@@H]23)NCc1ccccc1	15%
COc1ccc(Cn2c(=O)c(-c3noc(C)n3)c3n(c2=O)CCCCC3)cc1	43%
COCc1cn2c(=O)n(C)cc(-c3ccc(OC)nc3)c2n1	3%[176 µM]
COc1ccccc1CN1CCCC(c2[nH]ccc2C(N)=O)C1 (stereo unspecified)	10%
CC(=O)NC1CCCc2c1[nH]c1ccc(F)cc21 (stereo unspecified)	2%
CC(C)(C)NC(=O)N1CCCC(c2nc(CCOc3ccc(F)cc3)no2)C1 (stereo unspecified)	?
CN(CCc1ccccn1)C(=O)[C@@H](Cc1ccccc1)NC(=O)[C@H]1O[C@@H](n2ccc(=O)[nH]c2=O)[C@H](O)[C@@H]1O	1%
COc1cc(CN2CCc3nc(N(C)C)[nH]c(=O)c3CC2)cc(OC)c1OC	39%[activator]
O=C(NCc1ccc(F)cc1)c1noc(-c2ccc3c(c2)OCO3)n1	-5%
Cc1cc(C(=O)NCC2CC2)c2c(C3CCCNC3)noc2n1 (stereo unspecified)	3%[6.33 µM]
CCN(CC)Cc1nc(C2(O)CCN(C(=O)COc3ccccc3)CC2)cs1	131%[activator][176 µM]
CS(=O)(=O)N1CCCN(C(=O)Cc2cccc(F)c2)CCNC(=O)CC1c1ccccc1 (stereo unspecified)	49%[activator]
O=C(C1CCCCC1)N1CCC(N2CCCC(C(=O)N3CCCC3)C2)CC1 (stereo unspecified)	0%
Cc1ccccc1NC(=O)C1CCCN(c2cn[nH]c(=O)c2)C1 (stereo unspecified)	22%
CCn1cc(-c2ccc(Cl)cc2)cc1C(=O)N1CCN(C(C)C)CC1	2%
Cc1ncccc1OC1(C(=O)NCc2cn3c(n2)SCC3)CCNCC1	?
NS(=O)(=O)c1ccc(C(=O)N2CCC(CO)(CN3CCCC3)CC2)cc1	22%
N#Cc1ccc(CN2CCn3c(nn(-c4cccc(Cl)c4)c3=O)C2)cc1	?

Following part
SMILES	ALOX12 inh
COc1ccc(N2C(=O)c3n[nH]c(C)c3C2c2cccc(C(F)(F)F)c2)cc1 (stereo unspecified)	3%
CC(C)Cc1cnc(C2CCCN(C(=O)OC(C)(C)C)C2)[nH]1 (stereo unspecified)	3%[12.5 µM]
CCC1=C(C(=O)OC)C(c2ccccc2F)N2C(CC(=O)NC3CC3)=CSC2=N1 (stereo unspecified)	63%[activator]
CC1(C)C(=O)N(CC2CCOCC2)[C@H]2CN(Cc3cccs3)C[C@@H]2[S+]1(=O)[O-]	-2%[176 µM]
COC(=O)CNC(=O)c1nc(-c2ccc(Cl)nc2)c2cnccn12	9%[6.33 µM]
O=C(NC1CC1)C1CC(=O)N(c2n[nH]c3ccccc23)C1 (stereo unspecified)	13%

13 compounds out of the list, sorted by length of the SMILES, lowest first.
SMILES	ALOX12 inh
Cc1cc(C(=O)NCC2CC2)c2c(C3CCCNC3)noc2n1 (stereo unspecified)	3%[6.33 µM]
O=C(NC1CC1)C1CC(=O)N(c2n[nH]c3ccccc23)C1 (stereo unspecified)	13%
Cc1ncccc1OC1(C(=O)NCc2cn3c(n2)SCC3)CCNCC1	?
COC(=O)CNC(=O)c1nc(-c2ccc(Cl)nc2)c2cnccn12	9%[6.33 µM]
O=C(NCc1ccc(F)cc1)c1noc(-c2ccc3c(c2)OCO3)n1	-5%
CCn1cc(-c2ccc(Cl)cc2)cc1C(=O)N1CCN(C(C)C)CC1	2%
CCN(CC)Cc1nc(C2(O)CCN(C(=O)COc3ccccc3)CC2)cs1	131%[activator][176 µM]
N#Cc1ccc(CN2CCn3c(nn(-c4cccc(Cl)c4)c3=O)C2)cc1	?
NS(=O)(=O)c1ccc(C(=O)N2CCC(CO)(CN3CCCC3)CC2)cc1	22%
COc1cc(CN2CCc3nc(N(C)C)[nH]c(=O)c3CC2)cc(OC)c1OC	39%[activator]
COc1ccc(N2C(=O)c3n[nH]c(C)c3C2c2cccc(C(F)(F)F)c2)cc1 (stereo unspecified)	3%
CS(=O)(=O)N1CCCN(C(=O)Cc2cccc(F)c2)CCNC(=O)CC1c1ccccc1 (stereo unspecified)	49%[activator]
CC1(C)C(=O)N(CC2CCOCC2)[C@H]2CN(Cc3cccs3)C[C@@H]2[S+]1(=O)[O-]	-2%[176 µM]

Only part of the results is shown; count on the stated rates, not on these rows.
